High-throughput results from PubChem BioAssay.
ERp5 block: ERp5 (human) disulfide isomerase inhibition. actives 0.05% (n = 350,000). inhibition, % at 9.99 µM. Q15084. AID 651711. ERp5 insulin aggregation, absorbance 650 nm, 90 min;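 active = mean replicate inhibition above about 25%, with every replicate also reaching it, limit read from the data, passing the limit was not always enough; inconclusive = only one of those two criteria met; inactive = neither criterion met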
Target sequence (Q15084 whole entry, looked up): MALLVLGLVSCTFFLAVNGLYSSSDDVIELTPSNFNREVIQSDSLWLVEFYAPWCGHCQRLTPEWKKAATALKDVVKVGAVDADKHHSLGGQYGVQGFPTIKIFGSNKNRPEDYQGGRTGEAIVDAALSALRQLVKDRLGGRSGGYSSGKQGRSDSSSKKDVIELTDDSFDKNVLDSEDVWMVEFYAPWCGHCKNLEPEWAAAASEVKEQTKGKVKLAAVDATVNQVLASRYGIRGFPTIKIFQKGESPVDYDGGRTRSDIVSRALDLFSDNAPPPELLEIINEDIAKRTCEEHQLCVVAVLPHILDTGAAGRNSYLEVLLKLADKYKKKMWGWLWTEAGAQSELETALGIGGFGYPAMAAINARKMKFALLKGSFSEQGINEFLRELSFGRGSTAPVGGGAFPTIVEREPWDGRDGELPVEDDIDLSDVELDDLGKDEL
ARNT TACC3 PPI: disruptors of human ARNT/TACC3 interaction. inhibition, % at 9.99 µM. AlphaScreen His-ARNT PAS-B/GST-TACC3 binding, luminescence; TACC3 fragment carries E629A point mutation. AID 623870. actives 0.66% (n = 390,000);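 active = mean inhibition of replicates at least 50% and at least half of replicates each reaching 50%; inconclusive = half or more replicates reach 50% but mean below 50%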;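 also: 0% = complete ARNT plus TACC3 wells and 100% = ARNT alone without TACC3; many hits fall short of the cut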
EWS-Fli block: blocks EWS/Fli oncoprotein-driven transcription. A673 NR0B1-luciferase reporter, viability-normalised. actives 0.67% (n = 350,000). inhibition, % at 12.6 µM. AID 651661;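 active = mean inhibition of at least 50% after viability correction, with every replicate also passing that limit; inconclusive = mean reaches 50% but only one of two replicates passes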;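 also: firefly luciferase signal divided by Alamar Blue viability fluorescence both relative to DMSO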
DENV2 CPE rescue: DENV2-induced cell death inhibition; DENV2-infected cells, cytopathic effect rescue, plate reader; CPE inhibition, % at 9.99 µM; AID 651640; actives 1.7% (n = 350,000); in the data active = CPE inhibition above about 20%, passing the limit was not always enough; inconclusive = no clear call, values can overlap the other calls; tested in BHK-21 cells;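 also: 0% = median of neutral control wells and 100% = median of positive control wells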
GSIS activator: primary screen for activators of insulin secretion dependent on glucose, INS-1E cells, GLuc reporter luminescence | INS-1E GLuc reporter insulin secretion, 2-3 h | activation, % at 16.6 µM | actives 0.61% (n = 370,000) | AID 743287;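 active = lowest replicate activation of at least 40%, so every replicate reaches that level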;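 also: 0% = median of neutral control wells and 100% = median of IBMX positive control wells; some compounds called inactive have numbers as strong as hits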
PAX8 inh HTS: inhibitors of PAX8 transcriptional activity in RMG-I cells. RMG-I TPO-luciferase reporter, SteadyGlo, 24 h. inhibition, % at 12.6 µM. actives 1.2% (n = 360,000);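 active = mean replicate inhibition at least 60% with every replicate also reaching 60%; inconclusive = only one of the two criteria is met; inactive = mean below 60% and not all replicates reaching 60%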;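 also: luciferase light reporting Pax8 driven TPO promoter activity; plate controls were median of neutral control wells for no effect and mitoxantrone controls for full effect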
Xi reactivation: activators of X-chromosome reactivation in mouse fibroblasts; XiGFP mouse fibroblasts, % GFP-positive cells imaging, 3 d; cells co-treated with 5-aza-dC sensitizer; scaled so ellipticine positive control = 100%; activation, % at 7.58 µM; actives 0.055% (n = 360,000);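 active = mean normalized replicate activation at least 10% and every replicate at or above 10%; inconclusive = only one of the two criteria met; inactive = mean below 10% and not all replicates reach 10%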;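 also: 0% = median of on-plate neutral control wells and 100% = ellipticine 6 µM median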
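Material: XiGFP fibroblasts, SV40-immortalized. Buffer or medium: DMEM plus 5-aza-dC sensitizer. Compound: single concentration per compound, delivered by pin transfer. Times: 3 days compound exposure. Controls: ellipticine 6 µM.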
F508del corr: correctors of CFTR F508del function in bronchial epithelial cells. CFBE cells, YFP halide quenching; stimulated with forskolin plus potentiator P3; % fluorescence drop versus neutral controls. activity (quench increase), % at 7.58 µM. actives 0.36% (n = 350,000);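 active = mean added fluorescence quench of at least 8% versus neutral control, with both replicates also reaching 8%; inconclusive = only one of the mean or replicate conditions met; inactive = mean below 8% and not both replicates reaching 8%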;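 also: cells transiently co-express mutant CFTR-F508del with the halide-sensitive YFP; corrector assay measuring rescue of mutant channel to the surface after 24 h compound exposure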
* hit, by the source's call; ? = inconclusive; . = no result given; & = joins results of further samples; ! = a repeat was not active.

SMILES | ERp5 block | ARNT TACC3 PPI | EWS-Fli block | DENV2 CPE rescue | GSIS activator | PAX8 inh HTS | Xi reactivation | F508del corr
CCOC(=O)N1CCN(C(=O)c2cc3cc(Br)ccc3oc2=O)CC1 | 0.2 | -0.2 | -1.9 | 4.3 | 23.9 | -13.3 | -0.1 | -1.0
CCN(CC)S(=O)(=O)c1cc(OC)c(Cl)cc1Cl | 1.2 | -2.1 | 4.7 | -3.1 | -29.2 | . | . | -1.3
COCCN=c1scc(-c2cccs2)n1/N=C(\C)c1ccco1 | 3.7 | 45.8* | -90.4 | 2.8 | -37.5 | -94.9 | 0.0 | 2.7
COc1cc(NC(=O)Cc2ccccc2)ccc1NC(=O)Cc1ccccc1 | -2.6 | 29.2 | 2.2 | -2.6 | 5.5 | 3.2 | 0.0 | 3.1
COc1cc2ccccc2cc1C(=O)NC(=S)Nc1cccc(C(=O)O)c1C | 3.8 | 0.7 | 20.1 | 16.3 | -9.0 | 9.5 | 0.3 | 0.9
CC(=O)N1CCCc2cc(S(=O)(=O)Nc3ccc(C)cc3C)ccc21 | 7.4 | -9.3 | 10.9 | ? | . | 4.2 | 0.0 | -3.7
COc1ccc(CCNC(=O)CNCCc2ccc(F)cc2)cc1 | 0.3 | 4.4 | 4.4 | -6.0 | -3.9 | -10.0 | 0.0 | 1.2
CN(C)c1ccc(/C=C2\SC(=O)N(CCc3nnc(N)s3)C2=O)cc1 | 2.2 | -4.7 | 82.3* | -8.3 | 3.7 | 50.0 | 0.1 | 1.8
C[C@H]1CN=C(N(C)C)N1CC1CCC(C(C)(C)C)CC1 (stereo partly drawn) | 1.5 | -2.5 | 14.2 | -2.8 | 1.2 | 2.6 | 0.0 | 0.7
N#Cc1cnn2c3c(cnc12)C(=O)N1CCc2ccccc2C1C3 (stereo not drawn) | -7.3 | -4.9 | -9.7 | 3.9 | 9.5 | -5.3 | 0.0 | 0.9
O=C1NC[C@H](CCCCN2C[C@H](Cc3ccccc3)N(CC3CCCCC3)C(=O)C2=O)N(CCC2CCCCC2)C1=O | 5.6 | . | -16.4 | 19.5 | 23.5 | -4.1 | -0.1 | -1.1
CC1CCN(CCC(=O)Nc2ccccc2)CC1 | 3.7 | -4.0 | -2.1 | -6.4 | 17.6 | -1.3 | 0.0 | -0.5
Cc1ccc(S(=O)(=O)N2CCN(CC(=O)N(CC(C)C)c3c(N)n(CC(C)C)c(=O)[nH]c3=O)CC2)c(C)c1 | -3.8 | -7.9 | -2.0 | 16.1 | 6.0 | -0.2 | 0.3 | .
Cc1ccc(-n2c(SCC(=O)N/N=C/C=C/c3ccccc3[N+](=O)[O-])nc3ccccc3c2=O)cc1 | . | -3.2 | . | . | -14.5 | 21.1 | 0.1 | .
C/C=C/c1ccc2c(c1)O[C@@H](CN(C)Cc1cccnc1)[C@H](C)CN([C@@H](C)CO)S2(=O)=O | -5.3 | -6.2 | 8.8 | ? | -3.4 | . | -0.2 | 2.0
COCc1cc(=O)[nH]c(SC)n1 | 3.9 | -5.2 | 4.7 | 3.1 | . | 6.9 | 0.0 | 0.8
CCOc1ccc(CCNC(=O)c2cc(-c3ccccc3)c(N3CCOCC3)s2)cc1 | 4.3 | . | 12.4 | 11.3 | 0.4 | 40.5 | 0.0 | 3.5
C[C@@H]1CN([C@H](C)CO)C(=O)c2cccc(NC(=O)Nc3ccccc3)c2O[C@H]1CN(C)Cc1ccc(C(=O)O)cc1 | -2.2 | -1.3 | -1.5 | 21.7* | -6.1 | 0.3 | 0.1 | -0.6
COC(=O)c1cccc(N(C(=O)c2cnccn2)C(C(=O)NCc2ccccc2)c2ccco2)c1 (stereo not drawn) | 1.5 | -4.4 | 7.6 | 4.7 | -6.2 | . | . | -2.8
O=C(O)C1CC=CCC1C(=O)NNc1c(Cl)cc(Cl)cc1Cl (stereo not drawn) | 8.0 | . | 5.2 | . | 3.8 | -7.9 | 0.0 | -4.1
COc1cccc(/C=C(\C#N)c2nc3ccccc3[nH]2)c1OCC(=O)O | -0.7 | 0.4 | -11.4 | 1.3 | -5.6 | -16.6 | 0.0 | -0.6
O=C(CN1C(=O)C2CC=CCC2C1=O)OCC(=O)c1ccc(Cl)c([N+](=O)[O-])c1 (stereo not drawn) | 1.8 | -2.9 | . | 0.0 | -2.0 | 12.3 | 0.4 | 1.4
O=C(Nc1ccccc1F)N1CC(=O)N2[C@H](CO)[C@@H](c3ccc(C#CC4CC4)cc3)[C@@H]2C1 | 3.5 | . | -31.8 | 17.2 | -8.6 | 7.3 | 0.1 | -2.5
Cc1ccc2c(Cl)c(C(=O)NCCc3ccccc3)sc2c1 | . | 1.7 | . | . | 9.4 | -286.7 | -0.1 | .
Cc1cc(=O)oc2cc(OCC(=O)OCC(=O)NC(=O)NC(C)C)ccc12 | 0.2 | -3.7 | -1.0 | -0.4 | 22.2 | 13.3 | -1.1 | 0.8
Cc1ccc(NC(=O)Nc2nnc(CSCCOc3ccc(Cl)cc3)s2)cc1 | 0.6 | -11.7 | 12.5 | 6.1 | . | 18.7 | 0.1 | .
O=C(NCCN1CCOCC1)c1cccc(NS(=O)(=O)c2ccc(Br)cc2)c1 | 2.0 | -2.7 | 3.3 | -0.7 | 6.3 | 1.4 | 0.3 | -0.5
Cc1ccc(N(C(C)C(=O)O)S(=O)(=O)c2cccnc2)cc1 (stereo not drawn) | 0.1 | -2.6 | -9.9 | -10.9 | -7.3 | 7.9 | 0.1 | 5.7
CO[C@H](CN(C)S(=O)(=O)c1ccc(F)cc1)[C@@H](C)CN(C(=O)Nc1ccccc1F)[C@@H](C)CO | 2.6 | 6.7 | -10.8 | 3.7 | 13.6 | -54.1 | -0.1 | 1.1
Nc1nc(-c2cccc(F)c2)cs1 | 3.4 | -2.3 | -45.4 | -2.2 | -5.1 | -62.8 | 0.2 | 0.5
Cc1ccsc1-c1n[nH]c(=S)n1C1CCCCC1 | -3.7 | -38.9 | -0.8 | 2.1 | 12.6 | 0.5 | -0.1 | .
CCn1c(/C=C/N(C(C)=O)c2ccccc2)[n+](CC)c2ccc(Cl)cc21 | 3.9 | -6.3 | 1.7 | 8.3 | 16.5 | 46.1 | 0.0 | 0.5
Cc1cccc(S(=O)(=O)N2C[C@@H](O)COC[C@H]3O[C@H](CC(=O)Nc4ccccc4)CC[C@@H]32)c1 | -1.2 | -11.5 | -5.2 | 6.7 | -11.0 | 3.9 | -0.1 | 0.5
CCN(CC)S(=O)(=O)c1cc(C(=O)N(C)CC(=O)Nc2ccc(Cl)cc2)ccc1Cl | 4.9 | -5.9 | -2.4 | 0.4 | -45.7 | -7.3 | -0.1 | .
O=C([C@H]1[C@H](CO)[C@H]2Cn3c(ccc(/C=C/c4ccccc4)c3=O)[C@H]2N1CC1CC1)N1CCOCC1 | 2.8 | -4.5 | 0.5 | -6.0 | 9.8 | 31.6 | 0.4 | 2.4
C[C@H](CO)N1C[C@H](C)[C@@H](CN(C)C(=O)Nc2ccc(C(F)(F)F)cc2)Oc2c(cccc2N(C)C)C1=O | 4.9&-6.7 | 1.9 | -22.9&-33.8 | 2.6&-4.8 | -11.0&-34.7 | 0.8&2.1 | -0.1&0.0 | 0.2&-0.8
Cc1cc(NS(=O)(=O)c2ccc(NC(=S)NC(=O)/C=C/c3ccccc3)cc2)no1 | -1.3 | -1.2 | . | 19.4 | -18.9 | 7.8 | 0.1 | 2.0
C[C@H](CO)N1C[C@H](C)[C@@H](CN(C)C(=O)NC2CCCCC2)Oc2c(NC(=O)Nc3ccc(C(F)(F)F)cc3)cccc2C1=O | -4.2&2.0 | -6.3&8.0 | -2.7&7.7 | 28.7*! | 13.2&20.8 | 3.4&0.7 | 0.4&0.0 | 6.9&6.6
CCOc1cc(/C=C2/NC(=O)N(CC(=O)OC)C2=O)ccc1OC | -6.1 | 0.9 | 7.9 | -0.8 | -1.2 | -0.3 | 0.2 | -2.9
S=C(NCc1ccccc1)Nc1ccc2ccccc2c1 | -3.3 | -0.9 | . | -3.8 | 10.4 | -154.1 | 0.1 | -2.3
N#C[C@H]1[C@H](c2ccccc2C2=CCCC2)[C@@H](CO)N1C(=O)NC1CCCCC1 | 22.5 | . | 11.1 | 12.2 | -0.1 | . | 0.0 | 2.7
CCOC(=O)n1c(=O)[nH]c2ccc(Br)cc21 | -2.5 | . | -1.8 | 1.4 | 11.9 | -14.2 | 0.0 | -1.7
Cc1ccc(-c2cc(C(=O)N3CCc4ccccc4C3)no2)cc1 | -3.5 | . | 9.5 | 0.7 | -13.3 | 11.1 | 0.0 | 1.9
CNC(=O)c1ccc(-c2cc(C(F)(F)F)nn2C)s1 | 1.6 | . | -59.3 | -0.3 | 1.9 | -71.7 | 0.0 | -1.9
Cc1cccc(OCC(=O)NC(Cc2c[nH]c3ccccc23)C(=O)O)c1C (stereo not drawn) | 1.9 | 12.7 | 9.3 | 2.5 | -6.6 | 17.0 | -0.1 | -3.8
CN(C)S(=O)(=O)c1cccc(C(=O)OCC(=O)NC2CCCc3ccccc32)c1 (stereo not drawn) | -8.8 | -2.3 | 5.9 | 9.3 | -7.5 | 20.0 | 0.0 | 1.8
CC(CS(=O)(=O)c1ccc2c(c1)NC(=O)CS2)C(=O)NCc1ccccc1Cl (stereo not drawn) | 3.7 | -6.4 | -6.8 | 2.8 | -1.6 | 29.3 | 1.8 | 2.4
C[C@H](CO)N1C[C@H](C)[C@H](CN(C)Cc2cccnc2)Oc2ncc(C#CC3CCCCC3)cc2C1=O | . | . | -6.0 | . | -10.4 | -1.8 | -0.5 | -0.4
C=C(C)COc1ccc2c(C)c(CCC(=O)NC3CC3)c(=O)oc2c1 | 0.1 | -29.9 | . | 1.0 | 3.4 | -5.9 | 0.9 | -0.7
COc1ccc(NC(=O)CSc2nnc(C)n2C2CC2)cc1S(=O)(=O)N1CCOCC1 | -0.7 | -0.2 | 0.4 | -7.1 | 12.6 | -3.2 | -0.5 | 4.2
O=C(CSc1ccc2nnc(-c3cccnc3)n2n1)N1CCOCC1 | -2.5 | -3.5 | 4.4 | -16.7 | . | -7.6 | 0.0 | 1.5
CCOC(=O)C1=C(N)OC2=C(C(=O)CC(C)(C)C2)C1c1ccccc1OC (stereo not drawn) | -4.8 | . | 11.9 | -1.8 | -7.1 | 3.4 | -0.1 | 0.7
COc1ccc(S(=O)(=O)N2CCOCC2)cc1NC(=O)[C@@H]1CCCN1C(=O)c1cccs1 | 4.7 | 1.1 | 12.4 | 3.8 | -12.7 | 15.3 | 0.0 | -0.4
CCN(CC)S(=O)(=O)c1ccc(N2CCOCC2)c(NCC(=O)Nc2ccc(F)cc2)c1 | 2.4 | 29.6 | 1.5 | . | -4.1 | -8.3 | -0.2 | -0.9
COc1ccc(C)cc1NC(=O)CSc1nnc(-c2ccc(C)cc2)o1 | 4.1 | . | -32.0 | 6.0 | 5.3 | -42.0 | 0.3 | -2.2
COc1cccc(C(=O)Nc2ccc3c(c2)n(C)c(=O)n3C)c1 | -2.0 | 18.8 | 8.4 | 0.5 | -0.3 | -16.6 | 0.0 | -1.5
